CASP6 VEID inh – human caspase-6 inhibitors, primary screen, biochemical, VEID-R110 fluorescence, single point, set 2; P55212; purified caspase-6, Z-VEID-R110 cleavage fluorescence; inhibition, % at 12.5 µM; 350,000 tested, 0.53% active;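 active = mean inhibition across replicates at least about 35%, with every replicate also reaching that limit, limit read from the data; inconclusive = only one of the two criteria met; inactive = neither criterion met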;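 also: 0% = median of neutral control wells and 100% = no fluorescence left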
Target sequence (P55212 24-179 limits assumed): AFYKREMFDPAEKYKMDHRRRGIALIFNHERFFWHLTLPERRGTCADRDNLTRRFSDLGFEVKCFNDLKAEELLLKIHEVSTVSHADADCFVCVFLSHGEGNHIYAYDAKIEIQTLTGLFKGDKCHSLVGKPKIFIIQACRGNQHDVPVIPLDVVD
Target sequence (P55212 194-293 limits assumed): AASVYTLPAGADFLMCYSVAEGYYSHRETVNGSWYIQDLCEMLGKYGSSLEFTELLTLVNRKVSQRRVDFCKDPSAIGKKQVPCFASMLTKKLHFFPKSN
DENV2 CPE – inhibitors of DENV2 cytopathic effect, primary screen, cell-based, plate reader, single concentration; DENV2-infected cells, cytopathic effect rescue; 350,000 tested, 1.7% active; AID 651640, 2012; CPE inhibition, % at 9.99 µM; in the data active = CPE inhibition above about 20%, passing the limit was not always enough; inconclusive = no clear call, values can overlap the other calls; tested in BHK-21 cells;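 also: 0% = median of neutral control wells and 100% = median of positive control wells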
PAX8 inh HTS – inhibitors of PAX8-driven TPO luciferase reporter, primary screen, RMG-I cells, single concentration; 360,000 tested, 1.2% active; AID 652154, 2013; SteadyGlo, 24 h; inhibition, % at 12.6 µM;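 active = mean replicate inhibition at least 60% with every replicate also reaching 60%; inconclusive = only one of the two criteria is met; inactive = mean below 60% and not all replicates reaching 60%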;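 also: luciferase light reporting Pax8 driven TPO promoter activity; plate controls were median of neutral control wells for no effect and mitoxantrone controls for full effect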
LGR2 inh – inhibitors of bursicon-induced LGR2 CRE-luciferase signal, primary screen, cell-based, HEK293, CRE-luciferase reporter, bursicon stimulation; Drosophila bursicon receptor LGR2 (rickets); bursicon-stimulated, 4 h; inhibition, % at 9.99 µM; 380,000 tested, 0.35% active; AID 720647, 2013;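 active = drop in luminescence signal, shown as inhibition above about 50% in the replicate tests, limit read from the data, passing the limit was not always enough; inconclusive = probably only some replicates passing the limit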;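 also: agonist challenge used bursicon conditioned medium at about half maximal strength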
ARNT-TACC3 inh – disruptors of ARNT/TACC3 protein interaction, primary screen, biochemical, AlphaScreen, single concentration. AlphaScreen His-ARNT PAS-B/GST-TACC3 binding, luminescence; TACC3 fragment carries E629A point mutation. inhibition, % at 9.99 µM. 390,000 tested, 0.66% active;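 active = mean inhibition of replicates at least 50% and at least half of replicates each reaching 50%; inconclusive = half or more replicates reach 50% but mean below 50%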;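 also: 0% = complete ARNT plus TACC3 wells and 100% = ARNT alone without TACC3; many hits fall short of the cut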
EWS-Fli inh – EWS/Fli-driven NR0B1 reporter inhibitors, primary screen, A673 cells, NR0B1 luciferase, luminescence, MLPCN library; viability-normalised; 350,000 tested, 0.67% active; inhibition, % at 12.6 µM; AID 651661, 2012;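 active = mean inhibition of at least 50% after viability correction, with every replicate also passing that limit; inconclusive = mean reaches 50% but only one of two replicates passes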;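 also: firefly luciferase signal divided by Alamar Blue viability fluorescence both relative to DMSO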
SIRT5 block – SIRT5 desuccinylase inhibitors, primary screen, biochemical, fluorescence imaging, single point, set 5; inhibition, % at 15 µM; 330,000 tested, 1.1% active; NAD-dependent protein deacylase sirtuin-5, mitochondrial (Homo sapiens), Q9NXA8; Purified SirT5, succinyl-peptide AMC, trypsin-coupled fluorescence; in the data active = inhibition above about 15%; inconclusive = no clear call, values can overlap the other calls
Target sequence (Q9NXA8 whole entry, looked up): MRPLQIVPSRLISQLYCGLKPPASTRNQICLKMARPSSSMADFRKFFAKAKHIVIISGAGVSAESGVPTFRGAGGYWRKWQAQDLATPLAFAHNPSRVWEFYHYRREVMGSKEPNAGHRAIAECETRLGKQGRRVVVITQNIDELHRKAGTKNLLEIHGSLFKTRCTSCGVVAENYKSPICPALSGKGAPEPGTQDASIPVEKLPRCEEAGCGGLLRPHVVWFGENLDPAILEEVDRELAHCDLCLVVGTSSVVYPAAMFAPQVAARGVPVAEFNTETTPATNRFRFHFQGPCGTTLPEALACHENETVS
* hit, by the source's call; u = inconclusive; x = not tested or not shown; & = joins results of further samples. Not a hit list. About 4.9% of those tested had a hit in this group.

SMILES	CASP6 VEID inh	DENV2 CPE	PAX8 inh HTS	LGR2 inh	ARNT-TACC3 inh	EWS-Fli inh	SIRT5 block
CC=Cc1ccc2n(c1=O)C[C@H]1[C@H](CO)[C@@H](C(=O)NCc3ccncc3)N(Cc3ccncc3)[C@@H]21 (mixture of isomers)	7	4	-12	10	-41	-7	1
Cc1ccccc1CSCCNC(=O)Nc1ccccc1	1	x	-7	-11	x	6	-2
CCc1cc(-c2ccc3c(c2)COc2c4ccccc4nn2-3)on1	x	x	-28	u	0	17	x
Cc1[nH]n(CCC#N)c(=O)c1CC(=O)N1CCN(c2ccccc2)CC1	0	x	x	-4	-6	x	1
O=[N+]([O-])c1ccc2nc(C3CCCCC3)[nH]c2c1	-2	4	9	-18	2	-60	3
O=C(CCCl)Nc1nc2c(s1)CCc1ccccc1-2	7	1	43	8	-18	8	-1
C[C@@H]1CN([C@@H](C)CO)C(=O)c2cccc(NC(=O)c3cnccn3)c2O[C@@H]1CN(C)Cc1ccncc1	1	-2	-2	5	6	-7	-2
CO[C@H]1CN(C)C(=O)c2ccc(NC(=O)Nc3cccc(F)c3)cc2OC[C@@H](C)N(C(=O)Nc2c(C)noc2C)C[C@H]1C	-3	4	18	7	10	-6	x
COc1ccc(N2CCN(Cc3nc4c(c(=O)n(C)c(=O)n4C)n3Cc3cccc(C)c3)CC2)cc1	0	-1	21	-11	28	12	11
CCOc1ccc(C(=O)CC(Sc2ccc(C)cc2)C(=O)O)cc1 (stereo not given)	6	-3	14	13	-1	0	-6
CC(=O)Nc1ccc(CN(C)c2c(C)nc3ccc(C(=O)NC4CCN(Cc5ccccc5)CC4)cn23)cc1	3	-1	13	11	x	9	x
O=C(C1CCCC1)N1C[C@H]2[C@@H](c3ccccc31)[C@H](CO)N2C(=O)c1ccccc1F	1	0	-9	15	7	-5	2
O=C(O)c1ccc(N=C2c3ccccc3-c3ccccc32)cc1	-1	-2	-9	-9	-6	-4	-1
CC(C)(O)c1[nH]c2ccc(C(F)(F)F)cc2c1C(C)(C)O	-2	-9	14	6	12	-4	x
Cc1cc(C)cc(N(CC(=O)NC2CCCC2)C(=O)CNC(=O)c2ccco2)c1	0	1	4	-7	9	5	-1
C[C@H]1CN([C@@H](C)CO)C(=O)c2cc(NC(=O)CCC(F)(F)F)ccc2O[C@@H]1CN(C)S(C)(=O)=O	0	21*	-14	-5	-7	2	2
CNC[C@@H]1Oc2ncc(/C=C/c3ccccc3)cc2C(=O)N([C@H](C)CO)C[C@H]1C	x	x	5	-11	x	-4	x
C#CCOCCOCCOCCNc1nc(N2CCOCC2)nc(N2CCN(C(=O)[C@H](C)n3cc(CCCN=C(N)N)nn3)CC2)n1	-18	12	-11	-37	0	-8	-4
CN(C)c1ccc(C(CC(=O)c2ccccc2)C2CCCCC2=O)cc1 (stereo not given)	-1	-3	-29	-9	-2	6	-4
CS(=O)(=O)N1CC2(C1)[C@H](c1ccccc1)[C@@H](CO)N2C(=O)c1ccccc1	-3	0	-1	4	x	2	1
Cc1cc(C(=O)Nc2ccc3c(c2)C(=O)N(C)[C@@H]2CC[C@H](CC(=O)N[C@@H](C)c4ccccc4)O[C@@H]2CO3)no1	-1	-7	-8	-4	x	4	2
COc1ccc2c3c(n(C)c2c1)[C@H](CO)N(C(=O)Nc1ccc(F)cc1)CC31CN(C)C1	x	2	x	-1	x	0	x
O=S(=O)(c1cccc2nonc12)N1CCCCCC1	1	-5	19	12	5	0	-3
Cc1cc(Br)ccc1NC(=S)N1CCOCC1	-1	18	-7	-1	-6	8	-1
O=C(NCc1nnc(SCC(=O)N2CCCCC2)o1)c1c(F)cccc1F	-8	-4	4	6	-1	x	-1
(further entries)
SMILES	CASP6 VEID inh	DENV2 CPE	PAX8 inh HTS	LGR2 inh	ARNT-TACC3 inh	EWS-Fli inh	SIRT5 block
Cc1ccc(OCCCN2CCOCC2)c([N+](=O)[O-])c1	x	x	-66	-8	0	x	x
O=C(NC1CCCC1)C1CCN(C(=O)Nc2cccc(Cl)c2)CC1	7	3	3	-9	-4	2	1
COc1ccc(-c2sc3cc(OC)c(OC)cc3c2C#CC(C)(C)O)cc1	-2	24*	3	-11	0	-1	-6
CCN(CC)S(=O)(=O)c1ccc(OC)c(NC(=O)c2cccc(C)c2[N+](=O)[O-])c1	0	-6	-14	8	-7	-14	4
CCNS(=O)(=O)c1ccc(NC(=S)N2CCc3ccccc32)cc1	-5	4	11	1	53*	7	-2
Cc1cc(C(=O)COC(=O)c2ccc(O)cc2O)c(C)n1C(C)C	5	-8	-241	-82	2	-104	0
N#C[C@H]1[C@H](c2ccc(C#CC3CCCCC3)cc2)[C@@H](CO)N1C(=O)c1cccc(F)c1	-1	-5	10	6	-18	3	-3
COc1ccc(C(O)c2ncc(-c3ccccc3OC)[nH]2)cc1 (stereo not given)	-2	-11	-3	-11	x	-4	x
CCCn1c(N)c(N2CCCCC2)c(=O)n(CC(=O)Nc2ccccc2C(F)(F)F)c1=O	-6	-5	3	-8	-2	9	x
Cc1ccccc1-n1nc2c(c1NC(=O)c1ccc3c(c1)OCO3)CS(=O)(=O)C2	3	3	7	3	-1	1	2
CC(C)Cc1n[nH]c(=O)c2c1nnn2Cc1ccccc1F	3	0	8	-25	-8	7	-2
CCCCn1c(N)c(N(CCOC)C(=O)Cn2c(=O)cnc3ccccc32)c(=O)[nH]c1=O	1	-2	-21	-4	3	0	0
O=C(C1CCCCC1)N1CC(=O)N2[C@H](C1)[C@H](c1ccc(Br)cc1)[C@@H]2CO	x	15	2	-2	x	-4	-3
Cc1ccccc1-c1ccc(C2[C@@H]3CN(Cc4cncnc4)C[C@H]2N3)cc1 (stereo not given in full)	x	5&-2	3&-11	-30&6	x	-6&-2	x
CO[C@@H]1CN(C)C(=O)c2cc(NC(C)=O)ccc2OC[C@@H](C)N(S(=O)(=O)c2cn(C)cn2)C[C@@H]1C	-1	17	x	-3	-5	4	1
O=C(NC1CC1(c1ccccc1)c1ccccc1)c1ccccc1 (stereo not given)	-1	4	11	29	1	-4	-1
O=C(COC(=O)[C@@H]1CC(O)CN1S(=O)(=O)c1ccc(Cl)c(Cl)c1)NC(=O)NCc1ccccc1 (stereo not given in full)	-2	-12	6	3	0	-1	0
COc1ccc(F)cc1CN1CCN(C(=O)CCC(=O)Nc2nnc(C(C)C)s2)CC1	-1	x	x	20	2	x	0
COc1cc2cnc(CCCC#N)cc2cc1OC	-9	u	-17	-11	-22	3	-1
C[C@H](CO)N1C[C@H](C)[C@H](CN(C)S(=O)(=O)c2cccs2)Oc2ccc(NS(=O)(=O)c3ccccc3)cc2CC1=O	-2	2	-16	2	2	-2	0
Cc1ccc(C)c(NC(=O)CSc2ccc(-c3cccs3)nn2)c1	x	x	11	1	4	x	x
CCOC(=O)C1CCN(C(=O)C2(NC(=O)Nc3ccccc3C)CCCCC2)CC1	2	-2	-16	-16	10	18	-4
O=C(CCCN1C(=O)/C(=C/c2ccc3c(c2)OCO3)SC1=S)Nc1ccc(C(=O)O)cc1	20	-5	x	-12	4	17	-2
O=C(CCN1C(=O)c2cccc3cccc(c23)C1=O)N1CCOCC1	-4	-2	-124	-62	0	-65	-3
CCOc1ccccc1CNS(=O)(=O)c1ccc(-c2cnc(C3CC3)o2)cc1	4	7	36	-3	-16	59*	-3

Complete entries, looked up by structure. Order of screens: CASP6 VEID inh | DENV2 CPE | PAX8 inh HTS | LGR2 inh | ARNT-TACC3 inh | EWS-Fli inh | SIRT5 block
Cc1ccc(C)c(NC(=O)CSc2ccc(-c3cccs3)nn2)c1 across the screens: x | x | 11 | 1 | 4 | x | x
CC(C)Cc1n[nH]c(=O)c2c1nnn2Cc1ccccc1F across the screens: 3 | 0 | 8 | -25 | -8 | 7 | -2
O=[N+]([O-])c1ccc2nc(C3CCCCC3)[nH]c2c1 across the screens: -2 | 4 | 9 | -18 | 2 | -60 | 3

(continued)
SMILES	CASP6 VEID inh	DENV2 CPE	PAX8 inh HTS	LGR2 inh	ARNT-TACC3 inh	EWS-Fli inh	SIRT5 block
CC(C)Nc1nc(NC(C)C)nc(SCC(N)=O)n1	-1	5	0	-14	-2	2	2
CC(Oc1ccccc1)C(=O)NCc1cccnc1 (stereo not given)	1	x	x	10	-2	x	-4
COCCCNCCCOc1ccc(C(C)(C)c2ccccc2)cc1	x	x	-1	-14	-3	x	x
O=C(O)c1ccc(N=Cc2nc(-c3ccco3)oc2O)cc1	11	-3	16	3	1	2	1
CSc1nc(-c2ccccc2)c(C#N)c(=O)n1C	0	4	12	-1	-6	-6	4
C[C@@H]1CCCCO[C@H](CN(C)S(=O)(=O)c2cccs2)[C@@H](C)CN([C@@H](C)CO)C(=O)c2cc(NC(=O)CCC(F)(F)F)ccc2O1	8	u	1	1	-17	-1	6
O=C1[C@@H](Cc2ccccc2)CCn2cc(nn2)COCC2CCCN12 (stereo not given in full)	-3	u	2	15	x	-7	-1
Cc1ccc(S(=O)(=O)N2CCCCC2)cc1C(=O)Nc1ccccn1	5	-5	-7	4	-10	6	1
CNC[C@@H]1Oc2ccc(NC(=O)NC3CCCCC3)cc2CC(=O)N([C@H](C)CO)C[C@@H]1C	x	4	-2	-10	x	1	x
CC(C)c1ccc(S(=O)(=O)c2n[nH]n3c2nc(=O)c2ccccc23)cc1	-6	x	x	14	-4	x	0
CC1Oc2ccccc2OC1C(=O)Nc1nccs1 (stereo not given)	-1	-6	3	12	5	x	-1
COc1cccc(C2C=C(Nc3ccccc3)C(=O)N2c2ccccc2)c1 (stereo not given)	-3	x	-41	-9	-1	8	-7
O=C(CCc1nc2ccccc2c(=O)[nH]1)Nc1ccc(Cl)c(Cl)c1	4	-4	8	-8	-8	2	3
CCCCc1nnc(NC(=O)Cn2cnc3ccccc3c2=O)s1	1	3	6	9	4	1	-5
CCCCn1c(=O)[nH]c(=O)c2c1nc(-c1ccccc1F)n2Cc1ccccc1	1	-2	15	4	0	10	-6
C[C@H](NC(=O)N(C)C[C@H]1OCc2ccccc2-c2ccccc2C(=O)N([C@@H](C)CO)C[C@H]1C)c1ccccc1	1	-2	16	5	x	3	1
O=[N+]([O-])c1ccc(OCc2cn([C@@H](CO)c3ccccc3)nn2)c(Br)c1	1	x	4	-38	x	-4	x
CCc1ccccc1NC(=S)N1CCC(C(=O)c2ccc(F)cc2)CC1	x	-2	x	-2	4	3	-2
Cc1ccc(C(C)C)c(OCC#CCN2CCOCC2)c1	3	-5	10	-7	-5	8	-2
C/C(=N\Nc1nc(C(C)(C)C)cs1)c1ccc(O)cc1	-1	-3	-14	x	17	-85	2
CCCC#Cc1cnc2c(c1)C(=O)N([C@H](C)CO)C[C@@H](C)[C@@H](CN(C)S(C)(=O)=O)O2	1	-3	x	2	0	-5	3
CCOC(=O)C1(Cc2cccc(F)c2)CCN(Cc2cn(CC)nc2C)CC1	-1	-9	16	-24	-12	-4	0
COC(=O)c1ccccc1NC(=O)CSc1nc2ncccc2[nH]1	-1	3	-10	-7	-2	6	5
Cc1c(CCCC(=O)O)sc(N)c1C(=O)c1cccc(C(F)(F)F)c1	4	3	-7	3	3	10	3
C[C@H]1CN([C@@H](C)CO)C(=O)c2cc(C#CCc3ccccc3)cnc2O[C@H]1CN(C)C(=O)C1CCOCC1	x	u	-20	9	29	-7	0
COc1cccc(CNC(=O)[C@H]2CCCN2C(=O)[C@H]2CCCN2C(=O)c2ccc(OC(F)(F)F)cc2)c1	2	-1	-2	7	x	-7	x
CO[C@H]1CN(C)C(=O)c2ccc(NC(=O)Nc3ccc(F)cc3)cc2OC[C@@H](C)NC[C@@H]1C	-2	0	-1	10	5	4	1
C[C@@H]1CN([C@@H](C)CO)C(=O)Cc2cc(NS(=O)(=O)c3cn(C)cn3)ccc2O[C@@H]1CN(C)Cc1ccc(C(=O)Nc2ccccc2N)cc1	1	6	8	-19	0	-9	x
CCOc1cccc(C(=O)N2CCCN(C)CC2)c1	-3	1	-19	15	-1	-11	-1
